Assay outcomes deposited in PubChem BioAssay by several laboratories.
OX1R antag-1: antagonists of human orexin 1 receptor (OX1R); Orexin/Hypocretin receptor type 1 (Homo sapiens), O43613; OX1R-expressing cells, FRET antagonist read-out; inhibition, % at 6.6 µM; 1.8% of 330,000 active; AID 485270, 2010; in the data active means inhibition mostly above about 38%, no sharp cut-off; inactive means mostly below about 40%;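 further: 0% = agonist challenge alone and 100% = reference antagonist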
Target sequence (O43613 whole entry, looked up): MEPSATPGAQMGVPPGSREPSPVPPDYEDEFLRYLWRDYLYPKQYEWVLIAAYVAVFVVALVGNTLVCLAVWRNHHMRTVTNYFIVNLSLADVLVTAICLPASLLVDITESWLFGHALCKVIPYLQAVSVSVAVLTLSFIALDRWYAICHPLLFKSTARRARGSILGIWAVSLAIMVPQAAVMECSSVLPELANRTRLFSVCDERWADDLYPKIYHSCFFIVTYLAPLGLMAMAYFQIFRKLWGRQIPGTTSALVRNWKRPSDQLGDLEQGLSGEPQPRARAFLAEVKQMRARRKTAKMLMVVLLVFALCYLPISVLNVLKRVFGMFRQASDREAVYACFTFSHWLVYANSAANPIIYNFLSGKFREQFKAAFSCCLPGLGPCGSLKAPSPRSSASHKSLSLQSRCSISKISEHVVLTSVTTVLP
CHT PAM: CHT positive allosteric modulators, primary screen, cell-based, membrane potential dye, choline EC20. CHT-expressing cells; stronger effect = higher value; LV-AA mutant CHT in HEK293 cells. High affinity choline transporter 1 (Homo sapiens), Q9GZV3. 0.49% of 310,000 active. B-score at 10 µM;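 active means initial fluorescence not abnormally high and integrated response B-score, plate-corrected, over 3 SD above library mean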
Target sequence (Q9GZV3 whole entry, looked up): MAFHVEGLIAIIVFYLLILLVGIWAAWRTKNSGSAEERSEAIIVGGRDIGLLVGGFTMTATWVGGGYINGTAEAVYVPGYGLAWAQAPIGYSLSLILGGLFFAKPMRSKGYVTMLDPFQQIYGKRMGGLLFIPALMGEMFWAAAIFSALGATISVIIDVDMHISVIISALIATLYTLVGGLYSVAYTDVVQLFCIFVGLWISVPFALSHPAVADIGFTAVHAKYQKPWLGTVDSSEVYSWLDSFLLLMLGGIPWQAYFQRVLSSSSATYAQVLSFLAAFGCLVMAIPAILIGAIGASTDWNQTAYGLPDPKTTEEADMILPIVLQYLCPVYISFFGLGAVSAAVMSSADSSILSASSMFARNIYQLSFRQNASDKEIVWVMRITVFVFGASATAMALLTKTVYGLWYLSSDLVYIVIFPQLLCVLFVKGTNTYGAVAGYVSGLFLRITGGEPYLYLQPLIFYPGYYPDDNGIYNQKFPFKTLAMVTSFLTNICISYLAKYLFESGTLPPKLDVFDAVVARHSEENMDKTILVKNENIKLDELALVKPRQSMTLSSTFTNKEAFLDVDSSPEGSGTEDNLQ
OX1R antag-2: OX1R (HCRTR1) antagonists, primary screen, fluorescence, CHO/OX1R cells, Fluo-8 calcium, orexin A | Orexin/Hypocretin receptor type 1 (Homo sapiens), O43613 | Fluo-8 calcium fluorescence | inhibition, % at 5 µM | 0.43% of 330,000 active | AID 434989, 2010;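 active means inhibition above its plate's threshold, mean inhibition of all tested compounds on the plate plus 3 SD, cut at about 37% in these data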;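 further: 0% = orexin A challenge wells and 100% = SB-334867-A antagonist wells; not every result past the cut was called active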
* marks the source's active call; other numbers are inactive results; i = inactive; / = not tested or not shown.

SMILES	OX1R antag-1	CHT PAM	OX1R antag-2
CCOC(=O)C1=C(C)N(CCCC(=O)O)C(=O)NC1c1ccccc1OS(=O)(=O)c1ccc([N+](=O)[O-])cc1 (centres undefined)	16	i	-8
N#CCCN1CCN(Cn2c3ccccc3c3ccccc32)CC1	30	i	-13
CC(Sc1nc2c(cc1C#N)CCCCC2)C(=O)O (centres undefined)	6	i	-8
COc1cc(OC)c(C2N(c3ccc(Cl)c(Cl)c3)C(=O)C3CCCN32)cc1OC (centres undefined)	39	i	-13
Cc1ccc(C)c(S(=O)(=O)N2CCN(C(=O)C3CCN(c4ncnc5sc(C)c(C)c45)CC3)CC2)c1	-1	i	17
COc1c(O)cc2oc(-c3ccc(O)c(O)c3)cc(=O)c2c1O	20	i	-27
Cc1ccc(-n2nc3c(=O)n(CC(=O)NCCc4ccco4)nc(C)c3c2C)cc1	3	i	-20
COc1ccc(CNC(=O)CN(Cc2ccco2)C(=O)CNS(=O)(=O)c2ccc(F)cc2)cc1	30	i	-18
Cc1noc(C)c1COc1cccc(C(=O)OC(C)C#N)c1 (centres undefined)	19	i	-21
CC(=O)c1ccc(NC(=S)NCCCN2CCOCC2)cc1	3	i	-14
CCOC(=O)Cn1cc(C#N)c2ccccc21	17	i	-18
CC(CNC(=O)c1cc(COc2c(F)cccc2F)on1)Oc1cccnc1 (centres undefined)	21	i	-11
COc1ccccc1S(=O)(=O)c1ccccc1[N+](=O)[O-]	50	i	0
CCCCN1C2=NC(c3ccccc3)CN2c2ccccc21 (centres undefined)	4	i	-31
CC1CCN(C(=O)CN2C(=O)COc3ccc(Cl)cc32)CC1	53	i	-2
Cc1cccc(NC(=O)/C=C/c2cccs2)n1	10	i	-16
CC(C)c1ccc(CNC(=O)C(=O)NCCCn2ccnc2)cc1	1	i	-21
O=c1[nH]cnc2scc(-c3ccc(Br)cc3)c12	18	i	-22
COc1ccc(OC)c(S(=O)(=O)Nc2ccc3oc(C)c(C(C)=O)c3c2)c1	12	i	-9
COc1ccc(C(=O)NNc2ccccc2)cc1	26	i	-12
Nc1n[nH]c(CCCO)n1	-2	i	2
COC(=O)CN1C(=S)N(Cc2ccccc2)C(=O)C1CC(=O)Nc1ccc(OC)cc1 (centres undefined)	21	i	1
CCC(C)(C(=O)NC1CCCC1)N(C(=O)c1cnccn1)c1ccccc1 (centres undefined)	8	i	-22
COc1ccc(C)cc1NC(=O)CCN1CCN(C/C=C/c2ccccc2)CC1	-7	i	-26
Cc1cc(Cl)nc(Cl)c1C(=O)NCCc1ccccc1	-6	/	-7
CCc1nc(SCC(=O)N2c3ccccc3CC2C)c2c(C)c(C)sc2n1 (centres undefined)	45	i	-8
CN(C)CCNC(=O)Cn1nc(C(F)F)cc1C1CC1	5	i	-1
CCC(CO)Oc1cc(NCc2ccccc2F)c2ncn(C(C)C)c2c1 (centres undefined)	9	/	-29
CC(C)C(=O)c1cn(CC(=O)NCc2ccc3c(c2)OCO3)c2ccccc12	47	i	-11
COC(=O)c1ccc(OC)c(OC2CCCC2)c1	5	i	-30
CC(Cc1ccc(O)c(O)c1)C(C)Cc1ccc(O)c(O)c1 (centres undefined)	4	i	32
Cc1ccc(N(CC(=O)Nc2cccc(C)c2)S(=O)(=O)c2cccc3nonc23)cc1	60	i	0
N#C/C(=C(/O)CSc1ccccn1)c1nc2ccccc2s1	29	i	71*
COc1cc(C)ccc1OCCCOc1ccccc1Cl	14	i	-25
CCN(c1ccccc1)S(=O)(=O)c1cc2c(cc1C)N(C)CCO2	7	i	-35
CCCCn1c(N)c(N(CCOC)C(=O)c2ccco2)c(=O)[nH]c1=O	9	i	8
O=C(Nc1nnc(CC(=O)N2CCOCC2)s1)c1cccs1	30	i	-12
C[C@@H]1CN(Cc2cn(C)nc2-c2cccc(Cl)c2)C[C@H](C)O1	-6	i	-24
CC(NC(=O)C1CCN(S(=O)(=O)N2CCC3(CC2)OCCO3)CC1)c1ccccc1 (centres undefined)	9	i	-8
O=C(CCNC(=O)c1ccc(Cl)cc1)Nc1ccc(S(=O)(=O)N2CCOCC2)cc1	-5	/	-16
CCn1c(=S)sc2c(=O)n(CC(=O)NCCCc3ccccc3)c(C)nc21	2	i	-19
OC1CCN(Cc2ccc(OCc3ccccc3)cc2)CC1	-5	i	-10
CCCCn1c(N)c(N(CCOC)C(=O)c2sc3ccccc3c2Cl)c(=O)[nH]c1=O	10	i	-20
COc1ccc(/C=N/Nc2nc(-c3cccnc3)nc3ccccc23)c(OC)c1	16	i	-22
C=CCOc1ccc(Br)cc1CNCC	12	i	-19

Sorted by count of non-hydrogen atoms (ascending): some entries from above.
SMILES	OX1R antag-1	CHT PAM	OX1R antag-2
OC1CCN(Cc2ccc(OCc3ccccc3)cc2)CC1	-5	i	-10
CCN(c1ccccc1)S(=O)(=O)c1cc2c(cc1C)N(C)CCO2	7	i	-35
COc1ccc(/C=N/Nc2nc(-c3cccnc3)nc3ccccc23)c(OC)c1	16	i	-22
CCCCn1c(N)c(N(CCOC)C(=O)c2sc3ccccc3c2Cl)c(=O)[nH]c1=O	10	i	-20
Cc1ccc(N(CC(=O)Nc2cccc(C)c2)S(=O)(=O)c2cccc3nonc23)cc1	60	i	0

Continued:
SMILES	OX1R antag-1	CHT PAM	OX1R antag-2
CCOc1ccc(/C(O)=C/C(=O)C(=O)Nc2ccc(S(=O)(=O)NC(C)=O)cc2)cc1	7	i	-10
COc1cc(NC(=O)NS(=O)(=O)c2ccc(C)cc2)cc(OC)c1	6	i	-6
Cc1cccc(N(CC(=O)NC2CCCC2)C(=O)CCC(=O)Nc2ccccn2)c1	26	i	-17
O=C(NCCCn1ccnc1)C1CCCN(S(=O)(=O)c2cc(Cl)ccc2Cl)C1 (centres undefined)	18	i	-14
O=c1c2[nH]c3ccc(Br)cc3c2ncn1Cc1ccncc1	5	i	-15
CCOc1ccccc1N(CC(=O)NC(C)(C)C)C(=O)Cn1nnc(-c2ccc(C)o2)n1	11	i	-19
CCOC(=O)c1cc(CC)sc1NC(=O)c1cccc(N2C(=O)CCC2=O)c1	14	i	-36
COc1cccc(-c2c(C(=O)N/N=C/c3cccs3)nnn2-c2nonc2N)c1	21	i	-22
CCOc1cc(-n2ncc(C#N)c2N)nc(SC)n1	16	i	0
CNC(=S)N1CCc2cc(OC)c(OC)cc2C1COc1ccc(OC)cc1 (centres undefined)	19	i	-7
CCCNC(=O)c1ccc(SCC(=O)N(CC)CC)c([N+](=O)[O-])c1	49	i	-31
CC1CCCN(S(=O)(=O)c2ccc(NC(=O)CCN3C(=O)c4ccccc4C3=O)cc2)C1 (centres undefined)	3	i	-10
O=C(Oc1ccc[nH]c1=O)c1cc([N+](=O)[O-])cc([N+](=O)[O-])c1	68*	i	0
CC(=O)NC1=NN(C(C)=O)C(C)(c2cccc([N+](=O)[O-])c2)S1 (centres undefined)	26	i	-10
CC(=O)Nc1ccc(S(=O)(=O)NNC(=O)COc2cccc3ccccc23)cc1	13	i	-25

Records listed so far printed as active in OX1R antag-2:
mol,OX1R antag-1,OX1R antag-2
N#C/C(=C(/O)CSc1ccccn1)c1nc2ccccc2s1,29,71*

(further entries)
SMILES	OX1R antag-1	CHT PAM	OX1R antag-2
OCCCNC(=S)Nc1ccc(Nc2ccccc2)cc1	8	i	-4
COC(=O)c1ccc(/C=C/C(=O)OCC(=O)c2ccc[nH]2)cc1	5	/	20
O=C(NCC1CCCCN1)c1cc(OCC(F)(F)F)ccc1OCC(F)(F)F (centres undefined)	11	i	-24
CN1c2ccccc2C(O)=C(C(=S)Nc2ccc(Cl)cc2)S1(=O)=O	31	i	-8
COc1ccc(C)cc1N(CC(=O)N1CCCC1)S(=O)(=O)c1ccccc1	16	i	-14
CCN(CC)CCN(C(=O)CCS(=O)(=O)c1ccccc1)c1nc2c(C)cc(C)cc2s1	6	i	-14
CCC(C)(C(=O)NC1CCCCC1)N(Cc1ccco1)C(=O)c1cnccn1 (centres undefined)	15	i	-17
COc1ccc(OC)c(NC(=O)[C@@]2(CC(=O)O)CC(/C=C/c3ccccc3)=NO2)c1	5	i	-13
S=c1[nH]c2ccc(Cc3ccc4[nH]c(=S)[nH]c4c3)cc2[nH]1	12	i	8
CN(C(=O)COC(=O)Cc1c(F)cccc1Cl)c1c(N)n(Cc2ccccc2)c(=O)[nH]c1=O	0	/	-12
C=CCOc1cccc(C2/C(=C(\O)c3ccc(F)cc3)C(=O)C(=O)N2CCN(C)C)c1 (centres undefined)	11	i	-10
COc1ccc(C2CC(=O)N(C)c3ccccc3S2)cc1OC (centres undefined)	23	i	-18
CCC(C(=O)NCc1ccco1)n1nc(C)n2c(cc3occc32)c1=O (centres undefined)	12	i	-12
Cc1ccc(CNc2ncc(-c3ccc4c(c3)OCO4)n2C)cc1	12	6.6*	-12
COc1cc2ncnc(NCc3ccccc3F)c2cc1OC	15	i	-21

Later entries:
Values run as follows: OX1R antag-1 | CHT PAM | OX1R antag-2
> O=[n+]1c2c(n([O-])c3cc(F)c(F)cc31)CCCC2
    129* | i | -15
> COc1ccc(CCNC(=O)C2CCN(S(=O)(=O)N3CC(C)CC(C)C3)CC2)cc1OC (centres undefined)
    9 | i | -10
> CCN(CC)c1nc2c(s1)C(=O)NCCC2
    13 | i | -6
> Cc1ccnc(NC(=O)c2ccc(S(=O)(=O)c3ccccc3)cc2)c1
    12 | i | -25
> COC(=O)c1ccc(NC(=O)COc2ccc(C3C(C#N)=C(N)Oc4c3ccc3ccccc43)cc2OC)cc1 (centres undefined)
    5 | i | -4
> O=c1cc(-c2c(O)c3ccccc3n(Cc3ccccc3)c2=O)[nH][nH]1
    21 | i | -22
> CC1(C)CC(=O)C(C=NC2CCCCC2)=C(O)C1
    19 | i | 4
> CCOC(=O)C1=C(COC(=O)CSc2ccc(Br)cc2)NC(=O)NC1C (centres undefined)
    18 | i | -18
> COc1cccc(-c2cc(C(=O)Nc3ccccc3SC)no2)c1
    60* | i | 76*
> CCOc1ccc(NC(=O)CN(C)CC(=O)Nc2ccccc2C#N)cc1OCC
    16 | i | -9
> CNCCCCOc1ccccc1-c1ccccc1
    4 | i | -5
> CC(C)Cn1c(-c2ccncc2)n[nH]c1=S
    15 | i | 1
> CCCn1c(N)c(Sc2ccc(C)cc2)c(=O)n(CCC)c1=O
    7 | i | -24
> Cc1ccc(C)c(NC(=S)/C(=C(\[O-])c2ccc(Cl)s2)[n+]2ccccc2)c1
    7 | i | -10
> CCc1ccc(CNC(=O)C(=O)NCCc2ccc(OC)c(OC)c2)cc1
    20 | i | -30
> CCOc1ccc(S(=O)(=O)Oc2ccc3ccccc3c2)cc1
    27 | i | 4
> COc1cc(/C=N/N=C(N)N)ccc1OCc1ccccc1Cl
    4 | i | 2
> CCOc1ccc(NC(=O)NNC(=O)C2CCC(C(C)(C)C)CC2)cc1 (centres undefined)
    6 | i | -9
> Cc1ccc(-c2nnn(CC(=O)N(CCCO)C(C(=O)NC3CCCC3)c3ccc(Cl)cc3)n2)o1 (centres undefined)
    31 | i | -14
> CN(C)NC(=S)Nc1cccc(C(F)(F)F)c1
    4 | i | -11
> COc1ccc(S(=O)(=O)Nc2c(C)nn(C)c2C)cc1Br
    3 | / | -13
> COc1ccc2sc(C)[n+](C)c2c1
    17 | 11* | -18
> CSCC[C@@H](C(=O)O)N1Cc2ccccc2C1=O
    -1 | i | -22
> CC(C)CC(NC(=O)CC12CC3CC(CC(C3)C1)C2)C(=O)NC1=NCCS1 (centres undefined)
    19 | i | -21
> CC(C)OC(=O)n1c(=S)oc2ccccc21
    6 | i | 9
> O=C1S/C(=C/c2ccccc2)C(=O)N1CC(O)Cn1c2ccccc2c2ccccc21 (centres undefined)
    14 | i | -15
> O=C(CSc1ccccn1)Nc1ccc(Cl)c([N+](=O)[O-])c1
    11 | i | -12
> O=C(CCSc1nnc(-c2ccco2)o1)N1CCOCC1
    14 | i | -14
> CCOc1ccc2nc(N(CCN(CC)CC)C(=O)/C=C/c3cccs3)sc2c1
    5 | i | -4
> CC(=O)c1c(N2CCOCC2)[nH]c(-c2ccccc2)nc1=S
    9 | i | -1
> COc1ccccc1-c1nnc(C2CCN(S(=O)(=O)c3ccccc3[N+](=O)[O-])CC2)o1
    5 | i | -10
> COc1ccc(OC)c(CN2CCC(C(=O)N3CCN(c4ccccc4F)CC3)CC2)c1
    7 | i | -23
> COC(=O)c1ccccc1NC(=S)NC(=O)c1ccc(C)cc1
    23 | i | -10
> CC(C)C(=O)Nc1c2c(nn1-c1ccc(F)cc1)CS(=O)(=O)C2
    0 | i | 1
> CCOC(=O)c1nnn(-c2nonc2N)c1C
    10 | i | -11
> CNC(=O)NC(=O)Cn1cnc2sc(-c3ccccc3)cc2c1=O
    -1 | i | 5
> O=C(COC(=O)c1ccc(CO)cc1)c1ccc(S(=O)(=O)N2CCCCC2)cc1
    10 | / | 1
> CCN(CC)c1ccc(NC(=S)NC(=O)c2cccs2)cc1
    25 | i | 0
> O=C(c1ccc(F)cc1)N1CCC(O)(c2cccnc2)CC1
    25 | i | -4
